# Screening data (PubChem)
# KDM4C inh – inhibitors of GASC-1 (KDM4C) histone demethylase, primary screen, biochemical, single concentration HTS | GST-KDM4C 2-372, H3K9me3 peptide, LANCE TR-FRET | inhibition, % at 12.5 µM | actives 0.15% (n = 96,000) | AID 720574, 2013;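 active = mean replicate inhibition above about 25%, with at least 55% of replicates also reaching it, limit read from the data, passing the limit was not always enough; inconclusive = only one of those two conditions met; inactive = neither condition met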
# Target sequence (Q9H3R0 2-372 limits assumed): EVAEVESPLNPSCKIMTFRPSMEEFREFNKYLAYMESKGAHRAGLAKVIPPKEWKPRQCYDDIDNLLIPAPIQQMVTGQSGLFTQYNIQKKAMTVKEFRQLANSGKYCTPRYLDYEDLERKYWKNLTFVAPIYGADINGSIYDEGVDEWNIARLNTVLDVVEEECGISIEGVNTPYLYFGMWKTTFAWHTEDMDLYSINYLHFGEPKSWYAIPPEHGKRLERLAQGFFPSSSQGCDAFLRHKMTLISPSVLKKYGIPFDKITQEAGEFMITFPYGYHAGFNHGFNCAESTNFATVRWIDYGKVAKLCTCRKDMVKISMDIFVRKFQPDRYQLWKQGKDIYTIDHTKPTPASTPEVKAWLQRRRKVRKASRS
#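 Material: N-terminal GST-fused human GASC-1 (KDM4C) fragment, residues 2-372. Input: 10 nM enzyme. Incubation: enzyme reaction 30 min, then detection 60 min, both room temperature. Doses: one test concentration per compound. Read-out basis: inhibition from TR-FRET ratio decrease. Detection: LANCE TR-FRET, excitation 340 nm, emissions 618 and 671 nm.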
# C diff HTS – C. difficile growth inhibitors, primary screen, HTS; growth activity, negative = inhibition, % at 16 µg/mL (by protocol); Clostridium difficile clinical isolate growth, OD600, 24 h; hits give low values; AID 1259249, 2017; actives 0.25% (n = 86,000);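 active = mean growth activity at or below -80% and every replicate also at or below -80%; inconclusive = mean at or below -80% but some replicate above -80%; inactive = mean growth activity above -80%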;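 note: 0% = DMSO wells and -100% = levofloxacin 16 µg/mL wells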
# Tcruzi prolif – T. cruzi intracellular proliferation inhibitors, primary screen, cell-based, beta-gal Tulahuen parasites, NIH3T3 host, luminescence; T. cruzi beta-gal in NIH3T3, GalScreen luminescence, 90 h; inhibition, % at 8.34 µM; actives 5.9% (n = 77,000); AID 624255, 2012;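 active = mean inhibition above about 93%, with at least 55% of replicates each passing it, limit read from the data, passing the limit was not always enough; inconclusive = only one of those two conditions holds; inactive = neither condition holds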
# Pf Dd2 inh – P. falciparum Dd2 growth inhibitors, primary screen, SYBR Green fluorescence, single dose replicates. AID 1159554, 2015. 72 h; hits give low values. activity change, % at 10 µM. actives 2.3% (n = 94,000); in the data active = activity change below about -80%; inconclusive = no clear call, values can overlap the other calls
# The depositor's hits bear a star; u = inconclusive; x = not tested or not shown; & = joins results of further samples.
SMILES,KDM4C inh,C diff HTS,Tcruzi prolif,Pf Dd2 inh
CCCNC(=O)C[C@H]1CC[C@@H]2[C@H](COc3ccc(NC(=O)Nc4c(C)noc4C)cc3C(=O)N2C)O1,0.6,-2,8,4
COc1cccc(CN(C)C[C@H]2OCc3cn(nn3)CCCC(=O)N([C@H](C)CO)C[C@@H]2C)c1,0.1,x,27,15
O=C(Cc1ccccc1)N1C[C@H]2[C@@H](c3ccccc31)[C@H](CO)N2C(=O)Cc1ccccc1,-0.1,-7,-2,-15
CN1CCN(C(=O)C[C@@H]2C=C[C@@H](NC(=O)Nc3ccccc3F)[C@H](CO)O2)CC1,1.0,x,30,10
COC(=O)C[C@@H]1C[C@@H]2c3cc(NC(=O)c4cccnc4)ccc3O[C@@H]2[C@@H](CO)O1,10,-1,-11,4
COc1cccc(S(=O)(=O)N2CCCCN3[C@H](CO)[C@H](c4ccc(-c5ccccc5)cc4)[C@@H]3C2)c1,-0.8,3,-28,-42
Cc1ccc(S(=O)(=O)N(C)C[C@@H]2OCCCC[C@@H](C)Oc3ccc(NC(=O)CCCCCC(=O)Nc4ccccc4N)cc3C(=O)N([C@H](C)CO)C[C@@H]2C)cc1,0.6,-2,x,x
COc1cccc(NC(=O)C[C@H]2CC[C@@H]3[C@H](COc4ccc(NC(C)=O)cc4C(=O)N3C)O2)c1,0.5,-6,-38,-36
CN1c2ccc(-c3cccc(C#N)c3)cc2[C@@H]2[C@@H](CCN2C(=O)C2CCCCC2)[C@@H]1CO,-3.4,-4,x,-39
CC(C)NC(=O)N(C)C[C@@H]1Oc2ccc(NC(=O)CCN3CCOCC3)cc2C(=O)N([C@@H](C)CO)C[C@@H]1C,0.8,-2,11,13
CC(=O)NC[C@@H]1[C@@H](c2ccc(-c3ccccc3F)cc2)[C@H](CO)N1C(=O)C1CC1,-0.5,-10,-17,18
C[C@H]1CN([C@@H](C)CO)C(=O)Cc2cc(NC(=O)Cc3cn(C)c4ccccc34)ccc2O[C@@H]1CN(C)Cc1ccc(Oc2ccccc2)cc1,-0.5,5,64,-34
COc1ccc2c3c(n(C)c2c1)[C@H](CO)N(CC1CC1)CC31CN(C(=O)c2ccccc2)C1,-1.8,11,x,-59
COc1cccc(-c2ccc3c(c2)[C@H]2[C@H](CCN2C(=O)c2ccccc2F)[C@H](CO)N3C)c1,-0.3,0,88,-11
CCCN1C[C@@H](C)[C@H](OC)CN(C)C(=O)c2ccc(NC(=O)Nc3ccccc3F)cc2OC[C@@H]1C,-0.9,x,21,-44
CCN(C[C@H]1[C@H](c2ccccc2)[C@H](CO)N1C(C)=O)C(=O)NC1CCCC1,-0.8,-4,21,-4
C[C@H](CO)N1C[C@H](C)[C@H](CN(C)S(C)(=O)=O)Oc2ccc(NS(C)(=O)=O)cc2C1=O,0.7,x,-68,12
N#C[C@@H]1[C@H](c2ccccc2C2=CCCC2)[C@@H](CO)N1C(=O)C1CC1,-0.7,-14,x,2
Cc1ccc(S(=O)(=O)N2C[C@@H]3O[C@H](CNS(=O)(=O)c4ccccc4C)CC[C@@H]32)cc1,x,-6,x,-10
CCC(=O)N1[C@H](CO)[C@@H](c2ccccc2)[C@@H]1CN(CC)C(=O)c1ccccc1,-0.6,0,-14,5
Cc1ccc(-c2cnc3c(c2)C(=O)N([C@H](C)CO)C[C@@H](C)[C@@H](CN(C)CC2CCCC2)O3)cc1,-1.5,7,78,-39
Cc1noc(C)c1NC(=O)N(C)C[C@@H]1OCCCC[C@H](C)Oc2ccc(NC(=O)Nc3ccc(C(F)(F)F)cc3)cc2C(=O)N([C@@H](C)CO)C[C@@H]1C,0.0,-4,71,-77
COc1ccc(S(=O)(=O)N(C)C[C@@H]2Oc3ccc(NS(=O)(=O)c4ccc(C)cc4)cc3CC(=O)N([C@H](C)CO)C[C@@H]2C)cc1,0.1,10,-8,-69
O=C(Cc1ccccc1)N1CC[C@@H]2[C@H](CO)Nc3ccc(-c4ccc(F)cc4)cc3[C@@H]21,1.8,41,-1,30

# The list goes on, starting with the last 6 of the part before.
SMILES,KDM4C inh,C diff HTS,Tcruzi prolif,Pf Dd2 inh
Cc1ccc(S(=O)(=O)N2C[C@@H]3O[C@H](CNS(=O)(=O)c4ccccc4C)CC[C@@H]32)cc1,x,-6,x,-10
CCC(=O)N1[C@H](CO)[C@@H](c2ccccc2)[C@@H]1CN(CC)C(=O)c1ccccc1,-0.6,0,-14,5
Cc1ccc(-c2cnc3c(c2)C(=O)N([C@H](C)CO)C[C@@H](C)[C@@H](CN(C)CC2CCCC2)O3)cc1,-1.5,7,78,-39
Cc1noc(C)c1NC(=O)N(C)C[C@@H]1OCCCC[C@H](C)Oc2ccc(NC(=O)Nc3ccc(C(F)(F)F)cc3)cc2C(=O)N([C@@H](C)CO)C[C@@H]1C,0.0,-4,71,-77
COc1ccc(S(=O)(=O)N(C)C[C@@H]2Oc3ccc(NS(=O)(=O)c4ccc(C)cc4)cc3CC(=O)N([C@H](C)CO)C[C@@H]2C)cc1,0.1,10,-8,-69
O=C(Cc1ccccc1)N1CC[C@@H]2[C@H](CO)Nc3ccc(-c4ccc(F)cc4)cc3[C@@H]21,1.8,41,-1,30
C[C@@H]1CN([C@H](C)CO)S(=O)(=O)c2ccc(-c3ccccc3)cc2O[C@@H]1CN(C)S(=O)(=O)c1ccccc1F,1.4,3,122*,-27
C[C@@H]1CCCCO[C@@H](CN(C)Cc2ccncc2)[C@H](C)CN([C@H](C)CO)C(=O)c2cc(NS(=O)(=O)c3cn(C)cn3)ccc2O1,13,0,-27,35
CCCC(=O)N1CCC2(CC1)CN(Cc1ccncc1)[C@@H](CO)c1[nH]c3cc(OC)ccc3c12,-0.5,6,x,-91*
C[C@H]1CN([C@@H](C)CO)C(=O)c2cc(C#CC3CCCC3)cnc2O[C@@H]1CN(C)C(=O)Nc1ccccc1,0.1,6,47,-7
CCC(=O)N1C[C@H](C)[C@H](OC)CN(C)C(=O)c2cc(NS(C)(=O)=O)ccc2OC[C@H]1C,0.0,-2,-2,21
CO[C@@H]1CN(C)C(=O)c2cc(NC(C)=O)ccc2OC[C@@H](C)N(C(=O)Cc2cccnc2)C[C@H]1C,1.2,x,0,u
C[C@@H]1CCCCO[C@@H](CN(C)C(=O)c2ccncc2)[C@H](C)CN([C@H](C)CO)C(=O)c2cc(NS(=O)(=O)c3cn(C)cn3)ccc2O1,-0.9,13,-6,34
CNC[C@@H]1Oc2c(NC(=O)Nc3ccc(C(F)(F)F)cc3)cccc2C(=O)N([C@H](C)CO)C[C@H]1C,-0.5,10,54,-18
COCC(=O)N1CC2(C1)[C@H](c1ccc(-c3cccc(F)c3)cc1)[C@@H](CO)N2C(=O)COC,1.3,-6,x,11
Cc1noc(C)c1S(=O)(=O)Nc1ccc2c(c1)C(=O)N([C@@H](C)CO)C[C@H](C)[C@H](CN(C)Cc1ccc3c(c1)OCO3)OCCCC[C@@H](C)O2,0.7,-5,-18,-58
C[C@@H]1CCCCO[C@H](CN(C)C(=O)CCC(F)(F)F)[C@H](C)CN([C@@H](C)CO)C(=O)c2cc(NC(=O)NC3CCCCC3)ccc2O1,1.3,-4,28,-11
O=C(N[C@@H]1CC[C@@H](CCn2cc(-c3ccccn3)nn2)O[C@@H]1CO)c1cccnc1,0.0,5,-32,-4
C[C@H]1CN([C@@H](C)CO)C(=O)Cc2cc(NC(=O)Cc3cn(C)c4ccccc34)ccc2O[C@H]1CN(C)C(=O)Nc1ccc(C(F)(F)F)cc1,-1.5,-1,28,-4
C[C@@H]1CN([C@H](C)CO)C(=O)c2cccc(NC(=O)C3CC3)c2O[C@H]1CN(C)C(=O)Nc1ccc2c(c1)OCO2,1.6,-6,71,7
CO[C@@H]1CN(C)C(=O)c2ccc(NS(=O)(=O)CC(F)(F)F)cc2OC[C@@H](C)N(C(=O)NC(C)C)C[C@@H]1C,-0.6,x,23,x
Cc1noc(C)c1NC(=O)N(C)C[C@H]1Oc2ccc(NC(=O)Cn3cnnn3)cc2CC(=O)N([C@H](C)CO)C[C@@H]1C,0.7,-10,-17,26
C[C@H](CO)N1C[C@H](C)[C@@H](CN(C)Cc2ccncc2)OCCCC[C@H](C)Oc2ccc(NC(=O)Nc3ccc(C(F)(F)F)cc3)cc2C1=O,-0.6,14,101*,-25
O=C(C[C@H]1CC[C@H]2[C@@H](COC[C@@H](O)CN2Cc2cc(F)ccc2F)O1)N[C@H]1CCN(Cc2ccccc2)C1,-1.3,0&-5,158*,-64
COc1ccc(NC(=O)N[C@H]2C=C[C@H](CC(=O)NC3CCCCC3)O[C@H]2CO)cc1,-1.2,x,-49,4
CCCc1cn(CC[C@H]2CC[C@H](NC(=O)C3CCC3)[C@@H](CO)O2)nn1,-4.5,0,x,1
C[C@@H]1CCCCO[C@H](CN(C)C(=O)Nc2ccc(C(F)(F)F)cc2)[C@@H](C)CN([C@H](C)CO)C(=O)c2cc(NS(C)(=O)=O)ccc2O1,-1.1,-5,17,9
C[C@@H]1CN([C@@H](C)CO)C(=O)c2cccc(NS(=O)(=O)c3ccc(F)cc3)c2O[C@H]1CN(C)Cc1ccccc1,0.4,0,-20,-24
CO[C@@H]1CN(C)C(=O)c2cc(NC(=O)C3CCOCC3)ccc2OC[C@@H](C)N(Cc2cccnc2)C[C@@H]1C,-0.8,x,-12,11
CC(C)NC(=O)N(C)C[C@@H]1Oc2ncc(C#Cc3cccc(F)c3)cc2C(=O)N([C@H](C)CO)C[C@@H]1C,0.6,-1,19,-23
COc1ccc(NC(=O)Nc2ccc3c(c2)[C@@H]2C[C@@H](CC(=O)NCc4ccccn4)O[C@@H](CO)[C@@H]2O3)cc1,-1.8,4,47,5
CC(C)NC(=O)Nc1ccc2c(c1)C(=O)N([C@H](C)CO)C[C@H](C)[C@@H](CN(C)C(=O)Nc1ccc(F)cc1)OCCCC[C@H](C)O2,-0.8,-5,23,-7
O=C(C1CC1)N1C[C@H]2[C@@H](c3ccccc31)[C@@H](CO)N2Cc1ccccc1Cl,6.9,6,-6,-4
O=C(N[C@H]1CC[C@@H](CCn2cc(-c3ccccn3)nn2)O[C@@H]1CO)c1ccncc1,-0.3,-2,18,-8
O=C(C[C@@H]1CC[C@@H](NC(=O)c2ccccc2)[C@@H](CO)O1)NCc1ccc(Oc2ccccc2)cc1,-0.5,-5,-75,-3
CCCNC(=O)N[C@H]1C=C[C@@H](CC(=O)NC2CCC2)O[C@@H]1CO,-0.2,0,x,-23
CO[C@H]1CN(C)C(=O)c2ccc(NS(=O)(=O)c3ccccc3Cl)cc2OC[C@@H](C)NC[C@H]1C,14,-1,-21,24
C[C@@H]1CCCCO[C@H](CN(C)S(C)(=O)=O)[C@@H](C)CN([C@@H](C)CO)C(=O)c2cc(NS(C)(=O)=O)ccc2O1,0.5,-2,24,29
O=C(CC1CC1)N1CC[C@@H]2[C@H]1c1cc(-c3cccc(F)c3)ccc1N[C@@H]2CO,2.1,-9,50,-54
CCS(=O)(=O)Nc1ccc2c(c1)C(=O)N(C)C[C@H](OC)[C@@H](C)CN(C(=O)CN(C)C)[C@@H](C)CO2,0.0,-1,-20,13
C[C@@H]1CCCCO[C@@H](CN(C)S(=O)(=O)c2ccc(Cl)cc2)[C@H](C)CN([C@H](C)CO)C(=O)c2cc(NS(=O)(=O)c3ccccc3)ccc2O1,-0.6,0,104,-70
CCNC(=O)C[C@H]1C=C[C@@H](NC(=O)C2CCOCC2)[C@H](CO)O1,3.3,6,27,-9
C[C@@H]1CCCCO[C@@H](CN(C)C(=O)C2CCCCC2)[C@@H](C)CN([C@H](C)CO)C(=O)c2cc(NC(=O)Nc3ccc(C(F)(F)F)cc3)ccc2O1,20,3,117*,-50
C[C@H](CO)N1C[C@H](C)[C@H](CN(C)S(=O)(=O)c2ccc(F)cc2)Oc2ncc(C#CC3(O)CCCC3)cc2C1=O,-1.1,7,-59,5
O=C(C[C@@H]1CC[C@H](NC(=O)c2ccncc2)[C@H](CO)O1)NCC1CC1,-1.1,1,x,x
CNC[C@H]1Oc2ccc(NS(=O)(=O)c3ccc(Cl)cc3)cc2C(=O)N([C@@H](C)CO)C[C@@H]1C,-1.2,7,x,11
COc1ccccc1-c1ccc2c(c1)O[C@@H](CN(C)S(=O)(=O)c1ccc(F)cc1)[C@@H](C)CN([C@H](C)CO)S2(=O)=O,-0.4,7,106*,-48
Cc1noc(C)c1S(=O)(=O)Nc1ccc2c(c1)C(=O)N([C@@H](C)CO)C[C@@H](C)[C@H](CN(C)Cc1ccc(C(=O)Nc3ccccc3N)cc1)O2,0.1,6,x,-61
